Screening data as filed in PubChem BioAssay.
KLF5 inhibitor – kruppel-like factor 5 inhibition; DLD-1 KLF5 promoter-luciferase reporter, luminescence; inhibition, % at 5 µM; actives 0.23% (n = 290,000); AID 1700;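 active = inhibition above a per-plate limit of that plate's mean compound inhibition plus 3 SD, cut at about 60% in these data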;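 also: 0% = DMSO wells and 100% = LY294002 at 200 µM; higher means less KLF5 promoter-driven luciferase light; inactives centre near -14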
MrgX1 antagonist – blocks BAM8-22 activation of human MrgX1 receptor; MRGX1-HEK293 calcium flux, Fluo-4, BAM8-22 antagonism; hits give low values; AID 588676; actives 1.3% (n = 310,000); Q96LB2; B-score at 10 µM;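 active = calcium-response B-score plate-corrected more than 3 library SD below zero, starting fluorescence within 5 deviations, no agonist response on first addition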;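 also: peak minus trough fluorescence over baseline after final BAM8-22 challenge near maximal dose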
Target sequence (Q96LB2 whole entry, looked up): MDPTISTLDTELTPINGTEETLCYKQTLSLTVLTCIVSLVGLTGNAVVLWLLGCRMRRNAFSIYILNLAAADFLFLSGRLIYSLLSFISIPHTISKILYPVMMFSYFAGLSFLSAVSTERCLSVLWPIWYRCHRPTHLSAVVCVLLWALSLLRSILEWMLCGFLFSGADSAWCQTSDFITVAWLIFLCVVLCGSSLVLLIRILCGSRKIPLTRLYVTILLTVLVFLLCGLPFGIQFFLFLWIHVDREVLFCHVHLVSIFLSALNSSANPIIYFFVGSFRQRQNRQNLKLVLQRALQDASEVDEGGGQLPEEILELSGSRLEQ
aSyn 5UTR inh – MLPCN primary screen, SNCA 5' untranslated region; inhibition, % (tested at 7.5 µM); alpha-synuclein 5'UTR reporter, inhibitor activity; AID 1813; actives 0.82% (n = 300,000); in the data active = inhibition above about 60%;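 also: H4 neuroglioblastoma cells stably carrying SNCA 5'UTR luciferase fusion; 0% = DMSO wells and 100% = positive control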
TRPC4 inh – TRPC4 (mouse) channel inhibition; Q9QUQ5; HEK293 TRPC4beta/mu-opioid, DAMGO-evoked Fluo4 calcium flux; hits give low values; B-score at 10 µM; actives 0.39% (n = 300,000); AID 2247;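 active = B-score over 3 SD under the library average, no early fluorescence shift, positive overall ratio signal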
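test system = HEK293 cells with stable TRPC4beta plus mu-opioid receptor expression | detection = Fluo4 Ca2+ flux fluorescence | read-out = integrated fluorescence ratio relative to baseline, converted to per-well B score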
TRPC6 activator – mouse TRPC6 channel activation; actives 0.13% (n = 310,000); AID 2550; B-score at 10 µM; HEK293-TRPC6 membrane potential dye fluorescence; hits give high values;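 active = B-score of the integrated fluorescence ratio above library mean plus 3 SD, and starting fluorescence ratio within library mean plus 5 SD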;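 also: higher score means more depolarization so channel activation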
TRPC4 act – activators of mouse TRPC4 channel; Q9QUQ5; HEK293 TRPC4beta/mu-opioid, Fluo4 calcium fluorescence; hits give high values; B-score at 10 µM; actives 0.49% (n = 310,000);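 active = B-score above 5 SD of library B-scores, and initial fluorescence ratio not above library mean plus 5 SD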;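 also: positive B-score marks a calcium rise read as TRPC4 activation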
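Material: TRPC4beta and mu-opioid receptor HEK293 stable cells | Incubation: 45 min room-temperature Fluo4 loading, 110 s read | Detection: Kinetic Fluo4 calcium fluorescence | Measure: Integrated baseline-normalised fluorescence ratio, converted to per-well B score | Benchmarks: Low control buffer alone, high control maximal DAMGO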
HIF act – HIF pathway transcriptional activation; U2OS HRE-luciferase reporter, luminescence; normalized: DMSO 0%, desferrioxamine 100%; actives 0.32% (n = 300,000); activation, % at 7.5 µM (by protocol); AID 1910;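 active = mean activation of at least 10% of the iron chelator positive control signal, with at least half of replicates also reaching 10%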
TRPC6 inhibitor – blocks the mouse TRPC6 cation channel | B-score at 10 µM | actives 1.1% (n = 310,000) | Q61143 | HEK293-TRPC6, membrane potential dye, ACh-evoked depolarization; hits give low values;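 active = B-score under library mean minus 3 SD, initial fluorescence not abnormally high, positive integrated signal ratio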;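 also: B-score derived from integrated fluorescence ratio over the kinetic read; more negative B-score means stronger inhibition of depolarization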
TRPC4 PAM – TRPC4 (mouse) allosteric potentiation; actives 0.42% (n = 310,000); AID 2227; HEK293 TRPC4beta/mu-opioid, DAMGO EC20, Fluo-4 Ca2+ flux; hits give high values; B-score at 10 µM; Q9QUQ5;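 active = B-score of calcium response area above 5 SD of library B-scores, with initial fluorescence ratio within 5 SD of library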;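 also: B-score of integrated fluorescence ratio over time as area under calcium response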
IEC-6 cytotox – kills IEC-6 intestinal cells in KLF5 counter-screen. IEC-6 cytotoxicity, luminescence viability. inhibition, % at 5 µM. actives 0.78% (n = 290,000). AID 1825; in the data active = inhibition above about 22%;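 also: 0% = plate median of test compound wells and 100% = cytotoxic reference compound wells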
SKKanGAS inh – SKKanGAS growth inhibition | S. pyogenes SKKanGAS, kanamycin growth, BacTiter-Glo, 6 h | inhibition, % at 7.5 µM | actives 1.3% (n = 300,000) | AID 1662;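 active = mean replicate score, as percent of positive control median, at least 50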;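 also: strain carries kanamycin resistance gene driven by streptokinase promoter and grows in 40 µg/ml kanamycin; loss of luminescence reflects streptokinase promoter inhibition or plain growth inhibition; 0% = median of DMSO wells and 100% = positive control at its reference dose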
* marks the source's active call; other numbers are inactive results; i = inactive; x = no result given.

Screens in order – KLF5 inhibitor, MrgX1 antagonist, aSyn 5UTR inh, TRPC4 inh, TRPC6 activator, TRPC4 act, HIF act, TRPC6 inhibitor, TRPC4 PAM, IEC-6 cytotox, SKKanGAS inh
[1] NS(=O)(=O)c1ccc(CNC(=O)CNC(=O)c2ccc(Br)o2)cc1
  -15, i, -39, i, i, i, -1.2, i, i, -3, 1
[2] COC(=O)c1ccccc1NC(=O)CSCC(=O)Nc1ccccc1
  12, i, 11, i, i, i, -0.6, i, i, -3, 6
[3] CCC/C(=N\NC(=O)c1ccco1)c1ccc(Cl)s1
  3, i, -4, i, i, i, 0.2, i, i, 7, -4
[4] COc1cc(NC(=O)c2ccco2)c(OC)cc1NC(=O)Nc1cccc(Cl)c1
  -16, i, 11, i, i, i, -0.4, i, i, 2, 22
[5] COC(=O)C1=C(CS(=O)(=O)c2ccccc2)NC(=O)NC1c1ccc(O)cc1 (stereo not drawn)
  -29, i, 16, i, i, i, -0.6, i, i, -1, 0
[6] Cn1ccnc1SCC(=O)Nc1sccc1C#N
  -10, i, 0, i, i, i, 0.2, i, i, 0, 2
[7] Cc1nc2ccc(S(=O)(=O)NCC(=O)NCCc3ccc(Cl)cc3)cc2s1
  -5, i, 0, i, i, i, 0.0, i, i, -4, -9
[8] CC(C)(C)OC(=O)N1CCC[C@H]1c1nnc(SCc2ccc(Cl)cc2Cl)o1
  1, i, 15, i, i, i, -0.7, i, i, 5, -1
[9] Cc1cc(=O)[nH]c(N/N=C/C(C)c2ccccc2)n1 (stereo not drawn)
  -16, i, -5, i, i, i, -0.1, i, i, 2, 2
[10] CCOC(=O)N1CCC(N2CCN(S(=O)(=O)c3ccc(NC(C)=O)cc3)CC2)CC1
  -37, i, -16, i, i, i, -0.3, i, i, -3, 12
[11] CN1CCN(S(=O)(=O)c2ccc(NC(=O)COc3ccccc3Cl)cc2)CC1
  0, i, 11, i, i, i, 0.0, i, i, 1, 6
[12] CCCCOC(=O)c1ccc(NC(=O)c2c(N)n(C)c(=O)[nH]c2=O)cc1
  x, i, -27, i, i, i, 1.2, i, i, x, 6
[13] CC(=O)c1c(C)n(-c2ccc(C)cc2C)c2ccc(O)cc12
  -3, i, -3, i, i, i, -0.3, i, i, -4, -2
[14] COC(=O)C1=CN(c2ccc(OC)cc2)C=C(C(=O)OC)C1c1ccc(C)c([N+](=O)[O-])c1
  -9, i, 40, i, i, i, 0.1, i, i, 0, 6
[15] CC(C)(C)OC(=O)NCCC(=O)Oc1ccc2ccc(=O)oc2c1
  -21, i, -30, i, i, i, 0.0, i, i, 5, 2
[16] S=C(NCC1CCCO1)Nc1ccc(Cl)cc1Cl (stereo not drawn)
  -29, i, -87, i, i, i, 1.7, i, i, 0, 1
[17] COc1ccc(-n2nnnc2SCc2nc(N)nc(N3CCOCC3)n2)cc1
  -2, i, 13, i, i, i, -0.1, i, i, -2, -6
[18] COc1ccc(NC(=O)COC(=O)CC2CCCC2)cc1Cl
  x, i, 13, i, i, i, -0.1, i, i, x, -6
[19] CCN(C(=O)COC(=O)c1ccc(F)c(S(=O)(=O)N2CCOCC2)c1)C1CCS(=O)(=O)C1 (stereo not drawn)
  -22, i, -14, i, i, i, -0.1, i, i, 1, -4
[20] COc1ccc(NC(=O)c2ccc3[nH]c(C)c(C)c3c2)cc1
  -80, i, -101, i, i, i, 3.1, i, i, 0, 3
[21] C/C1=C\CCC2C(/C=C(\C)CC1)OC(=O)C2CN1CCCCC1 (stereo not drawn)
  -43, i, -50, i, i, i, 1.3, i, i, 15, 0
[22] CCCc1[nH]n(-c2ccc(F)cc2)c(=O)c1C=NCC1CCCO1 (stereo not drawn)
  0, i, -4, i, i, i, 0.1, i, i, -8, 1
[23] COc1cc(CC(=O)OCC(=O)Nc2ccc(N3CCOCC3)cc2)cc(OC)c1OC
  -15, i, -9, i, i, i, 0.3, i, i, -6, 3
[24] COc1ccc(OC)c(CNC(=O)C2CCN(S(=O)(=O)N3CCCCC3)CC2)c1
  9, i, 10, i, i, i, -0.4, i, i, -2, -10
[25] C/C(=N\NC(=O)c1ccccc1)c1ccc(-n2ccnc2)cc1
  -27, i, -55, i, i, i, 1.1, i, i, 4, 6
[26] CC(C(=O)N1CCc2ccccc2C1)N(c1ccccc1)S(C)(=O)=O (stereo not drawn)
  -16, i, 0, i, i, i, -0.4, i, i, -2, 2
[27] CC1=C(C(=O)Nc2ccccc2)C(c2cc(CN3CCOCC3)cs2)C2=C(CCCC2=O)N1 (stereo not drawn)
  -5, i, -15, i, i, i, 0.5, i, i, -3, -10
[28] CCC(=O)N(Cc1ccco1)Cc1cc2cccc(C)c2n2nnnc12
  -5, i, -3, i, i, i, -0.6, i, i, 7, -3
[29] CCc1ccc(NC(=O)C(C)OC(=O)C2CCN(c3ccc(C(F)(F)F)cn3)CC2)cc1 (stereo not drawn)
  x, i, -4, i, i, i, 0.6, i, i, x, -4
[30] O=C(NCc1ccccn1)C1CCCN(S(=O)(=O)c2cccc3nsnc23)C1 (stereo not drawn)
  20, i, 14, i, i, i, -0.1, i, i, 2, 6
[31] O=C1CSC(=S)N1c1ccc(O)cc1
  -20, i, -9, i, i, i, -1.1, i, i, -8, 0
[32] COc1ccc(OC)c(S(=O)(=O)n2nc(C)cc2C)c1
  1, i, 0, i, i, i, 0.4, i, i, 3, 0
[33] N/C(=N\S(=O)(=O)c1ccc(Cl)cc1)N1CCOCC1
  6, i, 10, i, i, i, -0.2, i, i, -2, 2
[34] COc1ccc(C(=O)Nc2ccccc2-c2ccccc2)cc1Cl
  15, i, 2, i, i, i, -0.6, i, i, -2, -8
[35] Cc1cc(NC(=O)c2cc(-c3ccccc3Cl)nc3ccccc23)no1
  7, i, 25, i, i, i, 0.2, i, i, 7, -4
[36] CC(C)C(NC(=O)c1ccccc1)C(=O)NCC(c1ccccc1)N(C)C (stereo not drawn)
  11, i, 3, i, i, i, 0.1, i, i, 2, 4
[37] COc1ccc(OCC(=O)N/N=C(\C)c2ccc(-n3ccnc3)cc2)cc1
  -31, i, -13, i, i, i, 0.3, i, i, 6, -1
[38] CC1(C)C=C(c2ccc(O)cc2)CC(C)(C)N1
  -2, i, 8, i, i, i, 0.9, i, i, -15, -7
[39] CCOC(=O)c1ccc(N2C(=O)CC(N3CCN(C(=O)c4ccco4)CC3)C2=O)cc1 (stereo not drawn)
  3, i, -1, i, i, i, -0.3, i, i, -1, 2
[40] CNC(=O)c1c(C)[nH]c(=S)c(C#N)c1-c1ccco1
  2, i, -8, i, i, i, 0.6, i, i, -5, 12
[41] COc1ccccc1C(=O)NCC(=O)NNC(=O)C1COc2ccccc2O1 (stereo not drawn)
  x, i, 5, i, i, i, -0.1, i, i, x, -13
[42] COCC(C)NC(=O)COCc1cc(-c2ccc3c(c2)OCO3)on1 (stereo not drawn)
  -28, i, 1, i, i, i, 1.2, i, i, -2, -11
[43] O=C(Cc1ccc(F)cc1)Nc1nnc(SCC(=O)N2CCCCC2)s1
  -18, i, -1, i, i, i, 0.2, i, i, 2, -4
[44] O=C1C(=Nc2cccc(Cl)c2)CC(c2ccc(Cl)cc2)N1c1cccc(Cl)c1 (stereo not drawn)
  -19, i, 18, i, i, i, -0.9, i, i, -2, 12
[45] C/C(=N\OCc1nc2ccccc2c(=O)n1/N=C/c1cc(C)cc([N+](=O)[O-])c1O)c1ccccc1
  -15, i, -38, i, i, i, 9.6*, i, i, 0, 34
[46] Cn1nccc1C(=O)Nc1nnc(C2CC2)s1
  -24, i, -6, i, i, i, -0.2, i, i, 2, 3
[47] CCC(C)c1ccc(OCC(=O)O)cc1 (stereo not drawn)
  -21, -6.9*, -4, i, i, i, -0.4, i, i, 5, 0
[48] CN1N=C2c3ccccc3CCC2C1c1ccc(F)cc1 (stereo not drawn)
  -38, i, -110, i, i, i, 3.9, i, i, 6, 0
[49] O=C(CSc1n[nH]c(-c2cccs2)n1)N1CCCc2ccccc21
  -2, i, 8, x, i, i, -0.2, i, i, 0, 1
[50] COc1ccc(CCNC(=O)Nc2cccc([N+](=O)[O-])c2)cc1
  -4, i, 0, i, i, i, 0.3, i, i, -1, -13
[51] COc1ccc(-c2nnn(CC(=O)N(C3CCCC3)C(C)C(=O)NC3CCCC3)n2)cc1OC (stereo not drawn)
  -2, i, 32, i, i, i, -0.6, i, i, 6, -1
[52] CC(C)NC(=O)NC(=O)COC(=O)c1cccc(OC(F)F)c1
  0, i, 10, i, i, i, -1.1, i, i, -1, 5
[53] Cc1cc(OCC(=O)NC(Cc2ccc(Cl)cc2)C(=O)O)c2c(C)c(C)c(=O)oc2c1 (stereo not drawn)
  -9, i, 10, i, i, i, -0.1, i, i, -2, 3
[54] Cn1c2c(c3ccccc31)CCN=C2c1ccccc1
  x, i, 27, i, i, i, 1.0, i, i, x, -2
[55] O=C(Oc1ccc2c(=O)c(Cl)coc2c1)c1cccnc1
  -52, i, -15, i, i, i, -0.3, i, i, -2, -10
[56] COc1ccc(Cn2c(=O)[nH]c3cc(C(=O)Nc4ccccc4C)ccc32)cc1
  -4, i, 4, i, i, i, 0.3, i, i, -5, 3
[57] Cc1ccc(N2CCN(/N=C/c3ccccc3)CC2)cc1
  10, i, -23, i, i, i, -20, i, i, -1, -11
[58] CNC(=S)Nc1cccc(C(C)=O)c1
  -20, i, -1, i, i, i, -0.5, i, i, -4, -1
[59] CCOC(=O)N1CCN(S(=O)(=O)c2ccc(C)c(C(=O)NC3CCCCC3)c2)CC1
  -35, i, 11, i, i, i, -0.2, i, i, -4, 11

In the list so far, 5 contain an aryl thioether with sulfur outside any ring.
Screens in order – KLF5 inhibitor, MrgX1 antagonist, aSyn 5UTR inh, TRPC4 inh, TRPC6 activator, TRPC4 act, HIF act, TRPC6 inhibitor, TRPC4 PAM, IEC-6 cytotox, SKKanGAS inh
[6] Cn1ccnc1SCC(=O)Nc1sccc1C#N
  -10, i, 0, i, i, i, 0.2, i, i, 0, 2
[8] CC(C)(C)OC(=O)N1CCC[C@H]1c1nnc(SCc2ccc(Cl)cc2Cl)o1
  1, i, 15, i, i, i, -0.7, i, i, 5, -1
[17] COc1ccc(-n2nnnc2SCc2nc(N)nc(N3CCOCC3)n2)cc1
  -2, i, 13, i, i, i, -0.1, i, i, -2, -6
[43] O=C(Cc1ccc(F)cc1)Nc1nnc(SCC(=O)N2CCCCC2)s1
  -18, i, -1, i, i, i, 0.2, i, i, 2, -4
[49] O=C(CSc1n[nH]c(-c2cccs2)n1)N1CCCc2ccccc21
  -2, i, 8, x, i, i, -0.2, i, i, 0, 1
